KCNQ1 pot: potentiators or activators of KCNQ1 channel, primary screen, cell-based, thallium flux, high-throughput | Potassium voltage-gated channel subfamily KQT member 1 (Homo sapiens), P51787 | CHO-K1 KCNQ1, thallium flux FluxOR fluorescence; stronger effect = higher value | B-score at 10 µM | hit rate 0.35% among 310,000;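 active = fluorescence ratio B-score, a plate-corrected score, at least three library SD, with initial intensity B-score within 5 SD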
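assay system = CHO-K1 cells stably expressing KCNQ1 | medium = assay buffer, equal DMSO in all wells | timing = 37 °C overnight plating, 90-min dark dye load, 20-min compound pretreatment | measured by = kinetic FluxOR thallium fluorescence, 10-s 1-Hz baseline, 110-s post-stimulus read | measure = fluorescence change relative to baseline, converted to B score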
Dyrk1A ADPGlo: rat Dyrk1A kinase inhibitors, primary screen, biochemical, single point, plate reader. Dual specificity tyrosine-phosphorylation-regulated kinase 1A (Rattus norvegicus), Q63470. ADP-Glo luminescence, NFATc1 peptide. inhibition, % at 12.5 µM. hit rate 0.43% among 310,000. AID 504441, 2011; in the data active = inhibition above about 50%;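 note: plate controls were vehicle with enzyme for no effect and no enzyme for full effect; many of its hits are not listed in these tables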
GSK3beta inhib: human GSK3beta kinase inhibitors, primary screen, biochemical, cell-free homogeneous, HTS; AID 2097, 2009; hit rate 0.038% among 300,000; GST-GSK3beta kinase, ADP-Glo luminescence, 60 min; stronger effect = lower value; activity score (negative = inhibition), % at 10 µM;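 active = more than half of replicate wells score below -50%, meaning over 50% inhibition versus plate controls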;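 note: 0% = median DMSO wells and -100% = median GW8510 positive control wells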
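test system = GST-tagged human GSK3beta kinase, cell-free | reagent = 25 µM ATP with peptide substrate | dosing = one dose of 10 µM per compound | schedule = 60 min reaction, RT | detection = luminescent ADP-Glo measurement of ADP formed | control set = DMSO neutral wells and GW8510 at 20 µM as positive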
GSK3 alpha inh: blockers of GSK3A enzyme activity – biochemical, luminescence, cell-free homogeneous, HTS, primary screen | Glycogen synthase kinase-3 alpha (Homo sapiens), P49840 | GSK-3 alpha kinase, ADP-Glo luminescence, 60 min | inhibition, % at 10 µM | hit rate 0.1% among 320,000 | AID 2650, 2010;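 in the data active = inhibition above about 50%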;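 note: GST-tagged GSK-3 alpha with peptide substrate and 25 µM ATP; 0% = DMSO neutral wells and 100% = GW8510 positive control wells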
Target sequence (P49840 whole entry, looked up): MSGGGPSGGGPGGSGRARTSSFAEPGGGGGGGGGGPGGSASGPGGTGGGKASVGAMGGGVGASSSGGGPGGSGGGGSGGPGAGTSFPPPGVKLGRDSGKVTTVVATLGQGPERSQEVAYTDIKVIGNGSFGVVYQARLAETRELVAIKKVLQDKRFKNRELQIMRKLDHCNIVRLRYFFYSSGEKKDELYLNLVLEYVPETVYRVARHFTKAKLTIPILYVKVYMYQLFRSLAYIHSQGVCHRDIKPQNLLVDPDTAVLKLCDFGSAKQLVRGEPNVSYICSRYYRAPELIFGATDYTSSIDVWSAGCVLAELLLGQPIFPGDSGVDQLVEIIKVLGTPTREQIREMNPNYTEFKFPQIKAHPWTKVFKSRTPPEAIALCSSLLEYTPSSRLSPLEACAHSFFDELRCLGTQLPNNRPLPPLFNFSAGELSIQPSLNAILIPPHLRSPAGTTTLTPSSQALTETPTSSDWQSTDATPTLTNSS
KCNK9 inh: KCNK9 potassium channel inhibitors, primary screen, HEK293 cells, thallium flux | Potassium channel subfamily K member 9 (Homo sapiens), Q9NPC2 | FluxOR thallium flux fluorescence; stronger effect = lower value | B-score at 10 µM | hit rate 1.2% among 310,000;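 active = ratio B-score over 3 SD below the library mean, with starting fluorescence within 5 SD of its mean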;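 note: negative B-score means less thallium flux so channel inhibition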
Target sequence (Q9NPC2 whole entry, looked up): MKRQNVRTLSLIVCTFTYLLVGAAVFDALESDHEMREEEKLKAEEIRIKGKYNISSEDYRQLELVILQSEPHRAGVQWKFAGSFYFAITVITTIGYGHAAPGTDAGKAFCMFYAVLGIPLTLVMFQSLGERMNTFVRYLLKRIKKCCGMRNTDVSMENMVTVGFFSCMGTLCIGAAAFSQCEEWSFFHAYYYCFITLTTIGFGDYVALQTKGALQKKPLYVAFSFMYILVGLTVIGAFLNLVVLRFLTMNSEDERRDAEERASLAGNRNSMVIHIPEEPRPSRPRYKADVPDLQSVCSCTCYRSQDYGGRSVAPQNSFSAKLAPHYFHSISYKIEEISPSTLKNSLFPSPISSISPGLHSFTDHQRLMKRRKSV
PolyA inhibitor: polyadenylation inhibitors in yeast reporter cells, primary screen, luminescence, S. cerevisiae. AID 1875, 2009. S. cerevisiae SKY197-pL101 polyadenylation reporter, beta-gal luminescence; efflux-impaired pdr1/pdr3 knockout yeast; score 100 = 6 SD above DMSO. calls only at 12 µM. hit rate 0.02% among 300,000;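 active = lowest replicate activity score at least 50, where 100 means six control SD above control mean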;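 note: yeast exposed to compound for 9 h at 30 °C; higher score means more reporter readthrough which indicates perturbed polyadenylation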
KCNK3 inh: human KCNK3 channel inhibitors, primary screen, CHO cells, FluxOR thallium flux, B-score. AID 602410, 2012. hit rate 0.84% among 340,000. B-score at 10 µM. Potassium channel subfamily K member 3 (Homo sapiens), O14649. FluxOR fluorescence; stronger effect = lower value;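 active = B-score under library mean minus 4 SD, starting fluorescence ratio at most library mean plus 5 SD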;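 note: more negative B-score means stronger inhibition of thallium flux through KCNK3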
RGS4 act: RGS4 potentiators or activators, primary screen, cell-based, HEK293 M3R inducible RGS4, calcium flux. carbachol calcium flux Fluo4; stronger effect = lower value. B-score at 10 µM. hit rate 0.92% among 310,000. AID 463111, 2010;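 active = B-score of the integrated calcium signal more than 4 SD below the library mean, with starting fluorescence not abnormally high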;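 note: negative B-score means reduced calcium response which marks RGS4 activation or potentiation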
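System: HEK293 FlpIn-TREx cells, stable M3R, doxycycline-inducible RGS4. Timing: overnight RGS4 induction, 30 min dye load 37 °C, 20 min compound RT. Also added: carbachol, ECmax concentration. Measured by: Fluo4 fluorescence kinetic imaging of calcium. Evaluation: integrated calcium ratio converted to B score.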
hERG rescue: hERG rescue from dofetilide block, primary screen, cell-based, CHO-hERG, FluxOR thallium flux, dofetilide IC70; Voltage-gated inwardly rectifying potassium channel KCNH2 (Homo sapiens), Q12809; dofetilide IC70 present; activation (rescue from dofetilide block), less the hit threshold, % at 10 µM; hit rate 0.51% among 310,000; AID 1511, 2009;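 active = activation above the mean of controls blocked by dofetilide plus 5 SD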;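 note: thallium influx through hERG after potassium depolarization seen as dye fluorescence rise; in these data hits start at about 4.7%; inactives centre near -7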
KCNQ1 block: inhibitors of human KCNQ1 channel, primary screen, cell-based, thallium flux, high-throughput; B-score at 10 µM; CHO-K1 KCNQ1, FluxOR thallium flux fluorescence; stronger effect = higher value; hit rate 1.3% among 310,000;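 active = compounds whose thallium flux B-score, printed positive for inhibition, exceeds three library SD while starting fluorescence stays within three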;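 note: channel opened by potassium depolarization with thallium stimulus after 20 min compound exposure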
HDAC3 inhib: HDAC3 deacetylase inhibitors, primary screen, biochemical, fluorescence, cell-free homogeneous; Histone deacetylase 3 (Homo sapiens), O15379; recombinant HDAC3, fluorogenic peptide/trypsin coupled; inhibition, % at 8.3 µM; hit rate 0.15% among 320,000; AID 2718, 2010; in the data active = inhibition above about 26%, passing the limit was not always enough
Starred values were filed as active, the others as inactive; i = inactive; x = not tested or not shown.

SMILES | KCNQ1 pot | Dyrk1A ADPGlo | GSK3beta inhib | GSK3 alpha inh | KCNK9 inh | PolyA inhibitor | KCNK3 inh | RGS4 act | hERG rescue | KCNQ1 block | HDAC3 inhib
O=C1NC(c2ccccc2)=C(c2nc3ccccc3s2)C(c2ccc(O)cc2)N1 (configuration not stated) | i | -8 | 1 | -1 | i | i | i | i | -2 | i | 1
Cc1nn(-c2ccccn2)c2c1C(c1ccncc1)C1=C(CC(C)(C)CC1=O)N2 (configuration not stated) | i | -2 | 2 | -3 | i | i | i | i | -8 | i | 5
O=c1[nH]c2ccc(S(=O)(=O)N3CCCCC3)cc2[nH]1 | i | -6 | -3 | 0 | i | i | i | i | -8 | i | 3
Cn1cnnc1SCC(=O)c1ccc(OC(F)F)cc1 | i | -1 | 0 | -2 | i | i | i | i | -15 | i | -2
O=S(=O)(c1ccc2c(c1)OCCO2)N1CCC(c2nc3ccccc3s2)CC1 | i | -11 | 3 | -2 | i | i | i | i | -6 | i | 1
N#Cc1ccc(N2CCN(c3ccc(F)cc3)CC2)cc1 | i | 1 | 0 | -1 | i | i | i | i | -12 | i | 7
O=C(c1ccc([N+](=O)[O-])cc1[N+](=O)[O-])n1cnc2ccccc21 | i | 1 | -8 | -1 | i | i | i | i | -36 | i | -2
CN(C)c1ccc(NC(=O)c2ccc(COc3cccc(Cl)c3)o2)cc1 | i | 4 | -1 | -1 | i | i | i | i | -11 | i | 6
Cc1ccc2[nH]c3c(N4CCN(Cc5ccccc5)CC4)ncnc3c2c1 | i | 1 | 1 | -1 | i | i | -10* | i | -25 | i | -9
CC(C)OC(=O)c1c(-c2ccc(C(C)C)cc2)csc1NC(=O)C1CCCO1 (configuration not stated) | i | -2 | 0 | 0 | i | i | i | i | -1 | i | 0
CCOCCCN1CC(=O)N2[C@@H](Cc3c([nH]c4ccccc34)C2(C)C)C1=O | i | x | -2 | -4 | i | x | i | i | 0 | i | 2
O=C(NC1CCCC1)C(c1ccc(N2CCOCC2)cc1)N(Cc1ccco1)C(=O)c1ccco1 (configuration not stated) | i | 1 | 0 | -1 | i | i | i | i | -6 | i | -7
COc1cc(OC)c2cc(C(=O)N[C@@H](Cc3ccccc3)C(=O)O)n(C)c2c1 | i | -5 | 0 | -2 | i | i | i | i | -10 | i | -19
Cc1ccc(S(=O)(=O)N(Cc2c(F)cccc2Cl)C(=O)N2CCN(C)CC2)cc1 | i | -14 | 4 | -2 | i | i | i | i | -11 | i | 2
CNC(=S)N(CCc1c(C)[nH]c2ccc(OC)cc12)Cc1cc(OC)c(OC)c(OC)c1 | i | 11 | 5 | -1 | i | i | i | i | -22 | i | -1
CN(CC(=O)Nc1ccc(N2CCOCC2)cc1)C(=O)CSc1ccc(F)cc1 | i | 6 | -3 | -4 | i | i | i | i | -18 | i | 1
CCN(CC)c1ccc(/C=C/c2cc(-c3ccccc3)c3ccccc3n2)cc1 | i | 3 | 1 | -1 | i | i | i | i | -10 | i | -3
O=c1c2ccccc2c(C=NCCc2ccccc2)c(O)n1Cc1ccccc1 | i | x | -2 | -2 | i | i | i | i | -14 | 6* | 1
Cc1c(O)ccc(/C=N/Nc2nc(-c3cccnc3)nc3ccccc23)c1O | i | 19 | -1 | 10 | i | i | i | -8.1* | -16 | i | x
CC(=O)c1cnc2c(-c3ccccc3)cnn2c1C | i | 2 | 0 | 0 | i | i | i | i | -9 | i | 7
Cc1ccccc1CN1[C@@H](CC2CCCCC2)COCCS1(=O)=O | i | 11 | -8 | -1 | i | i | i | i | -9 | i | 15
CCN1CCN(CCC(=O)Nc2ccc(Br)c(C)c2)CC1 | i | 4 | 1 | 0 | i | i | i | i | -4 | i | -6
CC/C(=N\NC(=O)COc1ccc(Br)cc1)c1ccc(OC)c(OC)c1 | i | 7 | 3 | x | i | i | i | i | -4 | i | x
CC(=O)Nc1ccccc1C(=O)C(=O)Nc1cccc(C(=O)NCc2ccc(C)cc2)c1 | i | x | -5 | 1 | i | i | x | i | -10 | i | 2
C/C=C/c1cc(CN2CCN(c3ccccc3)CC2)c(O)c(OC)c1 | i | 0 | 3 | -1 | i | i | i | i | -18 | i | 6

Single records (already shown). Values in the order: KCNQ1 pot, Dyrk1A ADPGlo, GSK3beta inhib, GSK3 alpha inh, KCNK9 inh, PolyA inhibitor, KCNK3 inh, RGS4 act, hERG rescue, KCNQ1 block, HDAC3 inhib
Results for O=S(=O)(c1ccc2c(c1)OCCO2)N1CCC(c2nc3ccccc3s2)CC1 : i, -11, 3, -2, i, i, i, i, -6, i, 1
Results for Cc1nn(-c2ccccn2)c2c1C(c1ccncc1)C1=C(CC(C)(C)CC1=O)N2 (configuration not stated) : i, -2, 2, -3, i, i, i, i, -8, i, 5

As entered above.
O=C(NC1CCCC1)C(c1ccc(N2CCOCC2)cc1)N(Cc1ccco1)C(=O)c1ccco1 (configuration not stated) – Dyrk1A ADPGlo = 1
C/C=C/c1cc(CN2CCN(c3ccccc3)CC2)c(O)c(OC)c1 – HDAC3 inhib = 6

The results go on.
SMILES | KCNQ1 pot | Dyrk1A ADPGlo | GSK3beta inhib | GSK3 alpha inh | KCNK9 inh | PolyA inhibitor | KCNK3 inh | RGS4 act | hERG rescue | KCNQ1 block | HDAC3 inhib
Cc1ccc(-c2cc(C(F)(F)F)c(C#N)c(=O)[nH]2)cc1 | i | 3 | -4 | 0 | i | i | i | i | -5 | i | -95
O=C(NCC(c1ccco1)N1CCN(c2ccccc2)CC1)OCc1ccccc1 (configuration not stated) | i | 0 | -3 | 5 | i | i | i | i | -10 | i | -7
Cc1sc2nc(CSC(C)C(=O)Nc3cc(S(C)(=O)=O)ccc3Cl)[nH]c(=O)c2c1C (configuration not stated) | i | 7 | -9 | 3 | i | i | i | i | -9 | i | 6
CCN1CCN(C(c2ccccc2OC)c2nnnn2C2CCCCC2)CC1 (configuration not stated) | i | -8 | 1 | 5 | i | i | i | i | -6 | i | -9
N=C(N)SCc1cccc2ccccc12 | i | 2 | -4 | -1 | i | i | i | i | -6 | i | -4
O=C(CCn1c(=O)[nH]c2ccsc2c1=O)N1CCc2ccccc2C1 | i | -1 | 4 | -7 | i | i | i | i | -11 | i | 6
Cc1ccc(Nc2nc(N)nc(CSc3nc(C)cc(C)n3)n2)cc1 | i | 1 | 0 | -3 | i | i | i | i | -1 | i | -1
CC(=O)c1cccc(NC(=O)N2CCC(NC(=O)C3CCCCC3)CC2)c1 | i | -5 | 0 | -1 | i | i | i | i | -3 | i | 7
c1ccc(-n2cnnc2SCc2nc3ccccc3s2)cc1 | i | 3 | -4 | x | i | i | i | i | -6 | i | 0
COc1ccc(N=C2C(=O)Nc3c(C)cccc32)cc1 | i | 10 | -2 | -2 | i | i | i | i | -6 | i | 2
COc1ccc(C2(O)C(=O)Nc3ccc(C)cc32)cc1 (configuration not stated) | i | -1 | 1 | -1 | i | i | i | i | 0 | i | -1
Cc1ccc(NS(=O)(=O)c2ccc(C(=O)NCCCN3CCCC3=O)cc2)cc1 | i | -4 | x | -2 | i | i | i | i | -5 | i | 1
CCOc1ccccc1Nc1nc(-c2cccnc2)cs1 | i | 20 | 1 | -1 | i | i | i | i | -11 | i | -1
CC(C)(C)NC(=O)COC(=O)c1snc(C(=O)NC2CCCCC2)c1N | i | 3 | 1 | 0 | i | i | i | i | -16 | i | -8
COc1ccc(C(=O)CN2C(=O)c3ccccc3C2=O)c(OC)c1 | i | 9 | 0 | -1 | i | i | i | i | -9 | i | -1
O=C(NCc1ccccc1Cl)c1cc2c(s1)CS(=O)(=O)C2 | i | 3 | 1 | 0 | i | i | i | i | -3 | i | -5
Cn1ncc2c(Nc3ccc([N+](=O)[O-])cc3)nc(Cl)nc21 | i | 5 | -5 | -2 | i | i | i | i | -6 | i | 1
COc1ccc(C(=O)N2CCCC(Nc3ccc(F)cc3)C2)cc1F (configuration not stated) | i | -4 | 0 | 1 | i | i | i | i | -9 | i | -5
Cc1ccc(NC(=O)COc2ccccc2)c(NC(=O)c2ccco2)c1 | i | -2 | -2 | 0 | i | i | i | i | -13 | i | -8
CCOC(=O)C1=C(CN2CCC(C)CC2)NC(=O)NC1c1ccc(Cl)cc1 (configuration not stated) | i | -3 | 0 | -3 | i | i | i | i | 0 | i | 5
O=C(NC1CCCCC1)C(c1ccncc1)N(C(=O)c1csnn1)c1ccccc1F (configuration not stated) | i | 0 | -1 | 0 | i | i | i | i | -6 | i | 3
COc1ccc(F)cc1Cn1nc(C(=O)O)c2ccccc2c1=O | i | 2 | 0 | -1 | i | i | i | i | -4 | i | 1
Cc1ccc(S(=O)(=O)CC(=O)c2ccc(C(C)(C)C)cc2)cc1 | i | 12 | 1 | -6 | i | i | i | i | -6 | i | 1
CCCn1c2ccccc2c2nnc(SCC(=O)Nc3nnc(CC(=O)OCC)s3)nc21 | i | -1 | -7 | 3 | i | i | i | i | -12 | i | 7
O=C(Nc1ccc(Cc2ccncc2)cc1)c1cccc([N+](=O)[O-])c1 | i | 7 | 0 | -1 | i | i | i | i | 9.8* | i | x

An excerpt of these results, with two lines to a compound:
Below each compound: KCNQ1 pot, Dyrk1A ADPGlo, GSK3beta inhib, GSK3 alpha inh, KCNK9 inh, PolyA inhibitor, KCNK3 inh, RGS4 act, hERG rescue, KCNQ1 block, HDAC3 inhib
O=S(=O)(c1ccc2c(c1)OCCO2)N1CCC(c2nc3ccccc3s2)CC1
 : i, -11, 3, -2, i, i, i, i, -6, i, 1
C/C=C/c1cc(CN2CCN(c3ccccc3)CC2)c(O)c(OC)c1
 : i, 0, 3, -1, i, i, i, i, -18, i, 6
CCCn1c2ccccc2c2nnc(SCC(=O)Nc3nnc(CC(=O)OCC)s3)nc21
 : i, -1, -7, 3, i, i, i, i, -12, i, 7

A portion of the library; count on the stated rates, not on these rows.
